# Bioassay records deposited in PubChem by National Center for Advancing Translational Sciences (NCATS).
# MCF10A rereplic – A quantitative high throughput screen for small molecules that induce DNA re-replication in MCF 10a normal breast cells; hit rate 2.9% among 350,000; Potency, µM (top dose mostly 46.1 µM), for inactives: top-dose activity, positive = re-replication, usual class: activators; AID 624296, 2012; MCF 10A DNA re-replication, Hoechst nuclear intensity, 48 h; note: % of control where 0% means no effect; nearly all actives have a fitted effect of over 50% in size
# Nrf2 ARE act – qHTS of Nrf2 Activators; Potency, µM (titrated, usually from 46.1 µM), for the others: top-dose activation, hits mostly activators; hit rate 0.31% among 410,000; AREc32 ARE-luciferase reporter (MCF7-derived line), luminescence, 24 h; note: % of control where 0% means no effect; nearly all actives have a fitted effect of over 65% in size
#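 Reporter line AREc32 (ARE-Fluc), seeded overnight in OPTI-MEM with 5% FBS; compound pin-transferred, 24 hr at 37 deg C, 5% CO2; luminescent read-out.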
# Nrf2 inh – Nrf2 qHTS screen for inhibitors; A549 ARE-Fluc reporter, luciferase luminescence, 18-24 h; hit rate 2.1% among 360,000; Potency, µM (titrated, usually from 46 µM), inactives show top-dose activity change, negative = inhibition, actives largely listed as inhibitors; note: % is set by controls: 0 for no effect and ±100 for the full control effect; nearly all actives have a fitted effect of over 60% in size
#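 Nrf2 function is reported as luminescence of an ARE-controlled luciferase in A549 cells. Compounds were tested at several concentrations, and a CellTiter-Fluor read on the same wells flagged cytotoxicity.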
# A549 viability – Nrf2 qHTS screen for inhibitors: counterscreen for cytotoxicity; Potency, µM (highest dose often 46 µM), without a hit: at the highest dose activity change, negative = cytotoxicity, hits mostly inhibitors; A549 ARE-Fluc cells, CellTiter-Fluor viability, 18-24 h; hit rate 0.16% among 390,000; note: % is set by controls: 0 for no effect and ±100 for the full control effect
#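 A549 ARE-Fluc cells in 5% FBS OPTI-MEM, 5000 cells/well, rested 2 h then exposed to compounds in concentration-response for 18-24 h at 37 °C. Viability by CellTiter-Fluor fluorescence (Ex 405/Em 525) after 30 min; luciferase luminescence (BugLite, 15 min, RT) read afterwards.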
# TGFb SMAD3 inh – qHTS for Inhibitors of TGF-b | HepG2 CAGA-GFP TGF-b/SMAD3 reporter, GFP fluorescence, 18 h; TGF-beta stimulated, 500 pg/mL final | Potency, µM (highest dose often 46.1 µM), for the others: at the highest dose activity, negative = inhibition, usual class: inhibitors | AID 588855, 2011 | hit rate 1.2% among 410,000; note: % is set by controls: 0 for no effect and ±100 for the full control effect; nearly all actives have a fitted effect of over 65% in size
#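 Per well, imaged GFP fluorescence of HEPG2 CAGA-GFP cells gives the signal; cells get compound, then TGF-beta (500 pg/mL final), 18 h at 37 degrees C; %Activity versus -TGF-beta and +DMSO controls.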
# ATXN2 expr inh – Primary qHTS for Inhibitors of ATXN expression. HEK-293 ATXN2-luciferase reporter, luminescence, 24 h. Potency, µM (highest dose often 57 µM), without a hit: at the top dose activity change, negative = inhibition, hits mostly inhibitors. hit rate 0.72% among 360,000. AID 1745845, 2022; note: % is set by controls: 0 for no effect and ±100 for the full control effect; nearly all actives have a fitted effect of over 55% in size
#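 qHTS (up to 57 uM final) was run with 24 h compound exposure of reporter cells at 37 °C. Each well was multiplexed: SteadyGlo luminescence measured ATXN2-luciferase expression after a fluorogenic Gly-Phe-AFC viability readout (25 uM final).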
# HepG2 viability – qHTS for Inhibitors of TGF-b: Cytotox Counterscreen; HepG2 CAGA-GFP viability, ATP luminescence, 18 h; Potency, µM (highest dose often 46.1 µM), inactives show top-dose activity change, negative = cytotoxicity, hits mostly cytotoxic; hit rate 0.76% among 410,000; note: some results filed as inactive show a strong effect at the top dose
#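 CellTiter-Glo luminescence gave cytotoxicity after 18 hours at 37 degrees C. The cells were HepG2 CAGA-GFP in 1% FBS DMEM, stimulated with 500 pg/mL TGF-beta after compound addition. %Activity was normalised to no-cell wells (complete cell-killing) and DMSO (no toxicity), and curves were fitted and classified.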
# S2 tox – Viability Counterscreen for Primary qHTS for Inhibitors of ATXN expression | AID 651635, 2014 | hit rate 0.49% among 400,000 | S2 cells (HEK-293 line with an ATXN2-luciferase reporter) viability, CellTiter-Fluor protease fluorescence, 24 h | Potency, µM (doses to about 56.7 µM), actives largely listed as cytotoxic; note: nearly all actives have a fitted effect of over 40% in size
# EPAC2 antagonist – qHTS for Antagonist of cAMP-regulated guanine nucleotide exchange factor 2 (EPAC2): primary screen; Rap guanine nucleotide exchange factor 4 (Homo sapiens), Q8WZA2; EPAC2 GEF exchange of Rap1B-BODIPY-GDP, fluorescence; Potency, µM (titrated, usually from 114 µM), inactives show at the highest dose activity, negative = inhibition, hits mostly inhibitors; hit rate 0.18% among 360,000; AID 720708, 2013; note: % is set by controls: 0 for no effect and ±100 for the full control effect; nearly all actives have a fitted effect of over 45% in size; many of its hits are not listed in these tables
# Target sequence (Q8WZA2 whole entry, looked up): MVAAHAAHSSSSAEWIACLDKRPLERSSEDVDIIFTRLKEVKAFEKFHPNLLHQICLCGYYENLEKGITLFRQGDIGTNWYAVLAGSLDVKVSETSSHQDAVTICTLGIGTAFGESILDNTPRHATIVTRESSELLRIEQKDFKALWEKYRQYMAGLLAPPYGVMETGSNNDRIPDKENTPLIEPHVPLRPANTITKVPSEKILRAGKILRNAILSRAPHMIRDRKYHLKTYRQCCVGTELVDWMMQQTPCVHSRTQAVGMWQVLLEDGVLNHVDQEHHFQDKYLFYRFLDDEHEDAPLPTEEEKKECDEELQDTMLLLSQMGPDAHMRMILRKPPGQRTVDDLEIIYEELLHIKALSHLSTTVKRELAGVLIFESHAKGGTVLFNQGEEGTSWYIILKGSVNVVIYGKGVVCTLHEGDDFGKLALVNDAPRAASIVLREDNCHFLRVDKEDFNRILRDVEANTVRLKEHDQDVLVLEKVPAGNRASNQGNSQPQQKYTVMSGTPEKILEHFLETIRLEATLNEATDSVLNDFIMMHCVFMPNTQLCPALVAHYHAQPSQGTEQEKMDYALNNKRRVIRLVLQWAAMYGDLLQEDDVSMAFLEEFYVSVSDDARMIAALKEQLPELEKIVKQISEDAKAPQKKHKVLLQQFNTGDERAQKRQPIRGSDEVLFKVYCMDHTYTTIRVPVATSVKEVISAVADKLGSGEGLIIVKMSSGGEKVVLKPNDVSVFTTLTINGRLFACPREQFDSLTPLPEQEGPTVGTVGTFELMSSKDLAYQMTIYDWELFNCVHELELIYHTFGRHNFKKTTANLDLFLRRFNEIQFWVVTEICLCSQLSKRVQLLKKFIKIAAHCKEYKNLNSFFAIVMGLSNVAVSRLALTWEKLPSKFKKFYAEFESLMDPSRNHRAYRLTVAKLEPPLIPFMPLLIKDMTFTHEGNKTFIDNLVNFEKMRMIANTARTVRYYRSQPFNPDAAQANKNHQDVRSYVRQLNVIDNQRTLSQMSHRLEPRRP
# Active calls of the source: *; i = inactive; ? = inconclusive; . = not tested or not shown; [ ] = dose if it differs, or a comment. Calls come from the whole dose curve; as a rule, active = well fitted curve in the direction sought with a large enough effect; inconclusive = small, poorly fitted or top-dose-only effect, or another doubt; inactive = no such curve, though single readings can be large; an effect the other way counts as inactive or inconclusive. Potency is the fitted concentration of half-maximal effect. Not all compounds are listed; the hit share may differ from the screen's.
1	CC1CCCN(S(=O)(=O)c2cc(C(=O)NCCc3ccccc3)n(C)c2)C1 (configuration not stated)
2	O=C1c2ccccc2/C(=C\C#Cc2ccccn2)N1c1ccccc1
3	CCOC(=O)c1ccccc1NC(=O)Cn1cnc2c(nnn2-c2ccc(C)cc2)c1=O
4	CC(C)OC(=O)CSc1nnc(Cc2ccccc2)n1CC1CCCO1 (configuration not stated)
5	OCCC1CN(Cc2cnc(N3CCOCC3)s2)CCN1C1CCCC1 (configuration not stated)
6	CCOC(=O)Cc1csc(NC(=O)CSc2nncn2C)n1
7	CS(=O)(=O)c1ccccc1C(=O)Nc1cc2c(cc1C(=O)O)OCCCO2
8	CCc1ccccc1N(CC)C(=O)c1c(C)oc2ncn(C)c(=O)c12
9	COc1ccccc1C(=O)Nc1nnc(-c2ccc(F)cc2)o1
10	Cc1ccc2cc(C#N)c(SCC(=O)NCc3ccco3)nc2c1

assay / compound	1	2	3	4	5	6	7	8	9	10
MCF10A rereplic	.	85.6%	-0.2%	4.3%	3.1%	8.2%	-2.0%	.	-5.4%	-0.2%
Nrf2 ARE act	-0.6%	?	0.1%	-0.4%	-0.9%	4.8%	0.6%	0.7%	3.9%	22.5%
Nrf2 inh	.	-19.6%	3.9%	-12.5%	4.8%	-0.7%	4.7%	7.3%	9.0%	4.3%
A549 viability	0.0%	-24.9%	2.2%	-18.6%	7.9%	0.9%	0.3%	-5.5%	-1.8%	-8.3%
TGFb SMAD3 inh	4.6%	-23.9%	-9.4%	3.7%	-1.5%	6.7%	2.5%	-17.8%	-20.6%	-6.1%
ATXN2 expr inh	12.3%	-20.4%	-24.3%	-11.9%	.	-0.2%	0.0%	-7.8%	6.6%	2.0%
HepG2 viability	-5.0%	-19.1%	0.5%	-4.9%	15.3%	-7.1%	7.7%	-18.5%	-36.8%	4.8%
S2 tox	i	?	i	i	i	i	i	i	i	i
EPAC2 antagonist	.	8.8%	4.6%	4.0%	-9.5%	3.3%	4.6%	.	-5.4%	4.5%

11	CCCCn1c(N)c(N(CCOC)C(=O)CCS(=O)(=O)c2ccc(C)cc2)c(=O)[nH]c1=O
12	CCOc1ccc(C2=Nn3c(nnc3-c3ccco3)SC2)cc1
13	COc1cc(S(=O)(=O)Nc2ccccc2N2CCCCC2)ccc1NC(C)=O
14	O=C(COc1ccc(Cl)cc1Br)OCC(=O)c1ccc[nH]1
15	CCN1CCN(C(C(=O)NC2CCCCC2)c2ccnc3ccccc23)CC1 (configuration not stated)
16	CCc1nc2c(OCC(=O)c3ccc(Cl)cc3Cl)cccn2c1N(C=O)Cc1ccccc1
17	Cc1ccc(C)c(N2CCN(S(=O)(=O)c3ccc4oc(=O)c5ncn(C)c5c4c3)CC2)c1
18	COC(=O)c1ccc2nc(NC(=O)COC(=O)CSc3nc(C)cc(C)n3)sc2c1
19	O=c1c2[nH]c3ccccc3c2ncn1CCN1CCCCC1
20	CCCN(C(=O)COC(=O)CCOc1ccccc1)c1c(N)n(Cc2ccccc2)c(=O)[nH]c1=O

assay / compound	11	12	13	14	15	16	17	18	19	20
MCF10A rereplic	.	1.7%	18.4µM*	-0.3%	.	.	.	17.2%	28.5%	14.8%
Nrf2 ARE act	0.5%	2.7%	0.1%	-0.6%	-1.1%	0.1%	-0.7%	4.8%	2.0%	0.4%
Nrf2 inh	.	-13.7%	7.0%	?	.	.	13.3%	15.4%	-16.3%	5.4%
A549 viability	.	.	-17.2%	1.6%	.	.	1.2%	-2.0%	1.6%	0.3%
TGFb SMAD3 inh	-1.7%	0.9%	-22.3%	-6.0%	2.1%	?	12.4%	-5.0%	-4.8%	3.1%
ATXN2 expr inh	.	-3.6%	-14.5%	.	2.8%	0.0%	3.6%	25.7%	0.6%	3.9%
HepG2 viability	-38.7%	-28.4%	7.3%	-15.4%	0.3%	-32.0%	-1.7%	-4.8%	0.8%	-2.9%
S2 tox	i	i	i	i	i	?	i	i	i	i
EPAC2 antagonist	0.4%	3.8%	-28.8%	8.7%	1.9%	1.3%	.	2.0%	-4.6%	7.2%

21	Cc1c(/C=N\NC(=O)c2ccc([N+](=O)[O-])cc2)cnn1C
22	Cc1nc2ccc(NC(=S)N3CCOCC3)cc2nc1C
23	CCc1nnc(NC(=O)CCC(=O)N2CCCC2)s1
24	COc1ccc(/C=C(/NC(=O)c2cccs2)C(=O)N2CCOCC2)cc1OC
25	O=C(CSc1nc2ccccc2c(=O)n1-c1ccc(Cl)cc1)N/N=C/C=C/c1ccccc1[N+](=O)[O-]
26	COc1ccc(Cn2c(SCC(=O)NCc3ccc(Cl)cc3)nc3ccsc3c2=O)cc1
27	O=[N+]([O-])c1ccc(-c2cc(-c3ccncc3)nc3ccc4ccccc4c23)cc1
28	C=CCc1cc(C)cc(C)c1OCCn1cncn1
29	COc1ccc(CNC(=S)Nc2ccccc2Cl)cc1
30	COc1ccc([C@@H]2CC=C(C(=O)O)[C@H](c3cccc(Cl)c3)N2S(=O)(=O)c2ccc(Cl)cc2)cc1

assay / compound	21	22	23	24	25	26	27	28	29	30
MCF10A rereplic	3.8%	-2.6%	-0.1%	-6.5%	?	.	-23.1%	-8.6%	13.8%	-12.1%
Nrf2 ARE act	0.0%	0.5%	0.2%	-0.2%	-0.3%	-1.2%	-0.7%	0.3%	4.6%	0.7%
Nrf2 inh	-6.0%	4.2%	-15.3%	-7.3%	-17.6%	10.4%	24.3%	-5.6%	12.3%	?
A549 viability	1.1%	-3.4%	-5.0%	-0.9%	-10.8%	12.3%	?	1.2%	24.4%	-18.8%
TGFb SMAD3 inh	4.2%	-0.1%	2.5%	-11.1%	-20.0%	-6.5%	1.4%	-0.5%	-18.3%	?
ATXN2 expr inh	-14.5%	.	0.1%	-7.6%	3.7%	9.4%	-13.5%	0.1%	9.4%	-4.3%
HepG2 viability	-3.3%	22.3%	8.3%	28.3%	-26.3%	-4.3%	-0.8%	1.5%	-21.2%	-15.1%
S2 tox	?	i	?	i	i	i	i	i	i	i
EPAC2 antagonist	12.9%	-0.4%	6.2%	3.5%	-1.5%	.	9.4%	20.9%	-8.7%	-0.5%

31	COc1ccccc1C(=O)N(Cc1cccs1)C1CCS(=O)(=O)C1 (configuration not stated)
32	COc1ccccc1/C=C/C(=O)NCC(=O)N/N=C(/C)c1ccco1
33	C[C@H]1CN([C@@H](C)CO)S(=O)(=O)c2ccc(Br)cc2O[C@H]1CN(C)C(=O)Cc1ccccn1
34	COc1cc(/C=C/C(=O)OCC(=O)N2CCN(S(=O)(=O)c3ccc(C)cc3C)CC2)cc(Cl)c1OC
35	CCCCC(NC(=O)COc1cc2c(c3oc(=O)cc(C)c13)CCC(C)(C)O2)C(=O)O (configuration not stated)
36	CCCc1c(C(=O)OCC)nnc2c(-c3ccccc3)c(C)nn12
37	COc1cccc(NC(=O)C2CCOC2=O)c1 (configuration not stated)
38	Cc1ccc(CSc2nc(N)cc(N)n2)cc1
39	O=C(OCCOCCN=C1NS(=O)(=O)c2ccccc21)c1ccncc1
40	O=C1C(Oc2ccccc2)C(c2ccc3c(c2)OCO3)N1CCc1ccc(F)cc1 (configuration not stated)

assay / compound	31	32	33	34	35	36	37	38	39	40
MCF10A rereplic	-28.0%	0.4%	.	8.4%	12.2%	.	-3.8%	-0.9%	-1.2%	4.6%
Nrf2 ARE act	-0.5%	8.0%	-0.5%	0.0%	-0.3%	-0.5%	-0.4%	0.5%	-0.4%	0.5%
Nrf2 inh	0.3%	?	.	10.0%	-12.8%	1.1%	-5.1%	3.6%	-8.4%	0.8%
A549 viability	-6.7%	-3.5%	.	-14.9%	0.5%	0.7%	-4.6%	-10.1%	2.5%	4.7%
TGFb SMAD3 inh	0.0%	3.9%	-18.5%	?	-1.8%	0.8%	-5.7%	-12.7%	?	2.8%
ATXN2 expr inh	5.5%	-0.6%	1.7%	8.0%	9.7%	3.9%	-22.6%	27.0%	-3.0%	6.9%
HepG2 viability	-58.1%	-7.7%	-30.9%	-2.0%	-3.2%	3.5%	-1.4%	-1.4%	3.7%	-0.2%
S2 tox	i	?	i	i	i	i	.	i	i	i
EPAC2 antagonist	-2.1%	1.5%	-2.9%	4.5%	-14.2%	.	5.6%	-0.4%	-3.5%	-0.2%

# 3 entries picked at random from those above:
5	OCCC1CN(Cc2cnc(N3CCOCC3)s2)CCN1C1CCCC1 (configuration not stated)
21	Cc1c(/C=N\NC(=O)c2ccc([N+](=O)[O-])cc2)cnn1C
12	CCOc1ccc(C2=Nn3c(nnc3-c3ccco3)SC2)cc1

assay / compound	5	21	12
MCF10A rereplic	3.1%	3.8%	1.7%
Nrf2 ARE act	-0.9%	0.0%	2.7%
Nrf2 inh	4.8%	-6.0%	-13.7%
A549 viability	7.9%	1.1%	.
TGFb SMAD3 inh	-1.5%	4.2%	0.9%
ATXN2 expr inh	.	-14.5%	-3.6%
HepG2 viability	15.3%	-3.3%	-28.4%
S2 tox	i	?	i
EPAC2 antagonist	-9.5%	12.9%	3.8%

# Following part.
41	O=C(NCc1ccccn1)Nc1ccc(Cl)c(Cl)c1
42	O=C(Nc1ccc(Cl)cc1)c1nc[nH]c1C(=O)N1CCc2ccccc2C1
43	Cc1ccccc1OCc1nc2c3cnn(-c4ccccc4F)c3ncn2n1
44	O=C1C=C(c2ccc(F)nc2)C[C@@H](c2ccc3c(c2)OCO3)C1

assay / compound	41	42	43	44
MCF10A rereplic	4.2%	?	.	26.6%
Nrf2 ARE act	-0.6%	0.4%	0.2%	1.0%
Nrf2 inh	0.8%	4.9%	?	3.8%
A549 viability	-10.1%	-0.2%	-0.8%	-1.6%
TGFb SMAD3 inh	24.2%	?	1.5%	0.9%
ATXN2 expr inh	23.9%	1.9%	37.2%[activator]	-1.4%
HepG2 viability	-35.8%	3.6%	-3.3%	-11.3%
S2 tox	i	i	i	i
EPAC2 antagonist	3.2%	3.4%	.	10.5%
